High-throughput results as filed in PubChem BioAssay.
CHRM1 antagonist – blocks human M1 muscarinic receptor | P11229 | CHO-K1 hM1, Fluo-8 calcium fluorescence, ACh EC80 antagonist | inhibition, % at 3 µM | 1.3% of 360,000 active | AID 588852;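 active = percent inhibition above its own plate's cutoff, namely the mean of that plate's compound wells plus 3 SD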;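 note: peak over basal fluorescence ratio during 140 s after agonist addition; 0% = ACh EC80 plus DMSO and 100% = DMSO alone without agonist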
M5 PAM – positive allosteric modulators of human muscarinic M5 receptor | P08912 | CHO-K1 hM5, Fluo-8 calcium, ACh EC20 PAM; 0% = ACh EC20, 100% = ACh EC100 | AID 624038 | 0.3% of 360,000 active | activation, % at 3 µM;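 active = activation above the run cutoff, the mean activation of all test compounds plus 3 SD, cut at about 18% in these data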
Target sequence (P08912 whole entry, looked up): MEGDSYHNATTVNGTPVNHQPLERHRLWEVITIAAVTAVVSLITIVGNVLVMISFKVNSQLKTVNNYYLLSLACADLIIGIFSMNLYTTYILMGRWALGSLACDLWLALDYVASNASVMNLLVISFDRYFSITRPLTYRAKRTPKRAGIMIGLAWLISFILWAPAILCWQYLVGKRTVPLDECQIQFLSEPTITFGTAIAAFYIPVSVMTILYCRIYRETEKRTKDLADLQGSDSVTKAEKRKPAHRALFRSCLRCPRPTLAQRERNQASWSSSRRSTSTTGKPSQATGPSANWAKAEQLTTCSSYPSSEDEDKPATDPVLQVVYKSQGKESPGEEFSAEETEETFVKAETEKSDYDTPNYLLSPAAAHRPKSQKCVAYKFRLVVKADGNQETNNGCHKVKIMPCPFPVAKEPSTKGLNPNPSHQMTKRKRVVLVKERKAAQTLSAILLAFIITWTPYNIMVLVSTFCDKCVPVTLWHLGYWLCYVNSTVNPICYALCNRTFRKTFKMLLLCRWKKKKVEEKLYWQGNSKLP
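Test system: CHO-K1 hM5 cells / Doses: single-point, 3 µM nominal / Times: Post-acetylcholine fluorescence recording 140 s / Technique: Fluo-8 calcium fluorescence / Measure: Max/basal fluorescence ratio as % of EC20–EC100 ACh window / Benchmarks: low control EC20 acetylcholine (0%), high control EC100 acetylcholine (100%) / Replicates: one well per compound, no replicates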
CHRM1 agonist – human M1 muscarinic receptor agonism; AID 588814; CHO-K1 hM1, Fluo-8 calcium fluorescence, agonist mode; 0% DMSO, 100% acetylcholine EC100; activation, % at 3 µM; P11229; 0.33% of 360,000 active;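 active = activation above the run's mean compound activation plus 3 SD, cut at about 16% in these data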;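 note: peak over basal fluorescence ratio within a 140 s kinetic read after compound addition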
CHRM5 antagonist – CHRM5 antagonism in calcium assay. AID 624040. P08912. inhibition, % at 3 µM. CHO-hM5 cells, Fluo-8 calcium fluorescence, ACh EC80. 0.59% of 360,000 active;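 active = inhibition above a per-plate cutoff, the mean of that plate's test compounds plus 3 SD, cut at about 27% in these data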;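 note: 0% = acetylcholine EC80 with DMSO and 100% = DMSO without agonist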
M1 PAM – human CHRM1 positive allosteric modulation; CHO-K1 hM1, Fluo-8 calcium fluorescence, ACh EC20; 0% = ACh EC20, 100% = maximal ACh; P11229; activation, % at 3 µM; AID 588819; 0.088% of 360,000 active; in the data active = activation above about 19%, passing the limit was not always enough
TAAR1 agonist – human TAAR1 agonism; Q96RJ0; CHO RD-HGA16 TAAR1, Fluo-8 calcium fluorescence; vehicle wells 0%, saturating PEA agonist 100%; activation, % at 3 µM; 0.99% of 360,000 active; AID 624467;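 active = activation above the mean activation of all test compounds in the run plus 3 SD, cut at about 38% in these data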
Target sequence (Q96RJ0 whole entry, looked up): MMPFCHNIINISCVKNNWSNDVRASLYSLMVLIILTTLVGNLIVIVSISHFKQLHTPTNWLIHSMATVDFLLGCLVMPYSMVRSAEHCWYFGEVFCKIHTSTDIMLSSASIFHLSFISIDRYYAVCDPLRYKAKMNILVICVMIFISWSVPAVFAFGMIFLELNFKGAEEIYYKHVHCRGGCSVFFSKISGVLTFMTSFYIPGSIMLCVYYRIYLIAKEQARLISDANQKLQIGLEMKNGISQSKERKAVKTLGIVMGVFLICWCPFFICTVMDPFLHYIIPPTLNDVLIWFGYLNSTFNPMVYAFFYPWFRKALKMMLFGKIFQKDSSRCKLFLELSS
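Test system: RD-HGA16 (CHO) cells co-expressing Gα16 and hTAAR1 / Benchmarks: DMSO vehicle as 0%, PEA at EC100 as 100% / Repeats: no replicates (n 1) / Measure: % activation from peak over basal fluorescence ratio, DMSO-to-PEA scaled / Timing: 17-24 h plating, Fluo-8 75 min 37 °C, 30 min RT / Technique: kinetic Fluo-8 calcium fluorescence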
CHRM4 antagonist – antagonists of human muscarinic M4 receptor (CHRM4). AID 624125. inhibition, % at 3 µM. 0.73% of 360,000 active. CHO-hM4 cells, ACh EC80, Fluo-8 calcium fluorescence;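 active = inhibition above its plate's cutoff, the mean inhibition of sample wells plus 3 SD, cut at about 27% in these data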;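 note: 0% = acetylcholine EC80 with DMSO and 100% = DMSO without agonist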
CHRM5 agonist – CHRM5 agonism in calcium assay; P08912; CHO-K1 hM5 cells, Fluo-8 calcium fluorescence; 0% DMSO wells, 100% maximal acetylcholine response; activation, % at 3 µM; 0.19% of 360,000 active;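 active = activation above the run's mean over test compounds plus 3 SD, cut at about 23% in these data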;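 note: signal is peak over basal fluorescence ratio across the kinetic read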
CHRM4 agonist – agonists of human muscarinic M4 receptor (CHRM4). CHO-K1 hM4/Gqi5, Fluo-8 calcium fluorescence; vehicle 0%, full acetylcholine response 100%. AID 624127. 0.14% of 360,000 active. P08173. activation, % at 3 µM;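 active = activation above the run mean over all test wells plus 3 SD, cut at about 32% in these data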;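 note: peak over basal fluorescence ratio per well then scaled between controls; 0% = DMSO wells and 100% = acetylcholine at EC100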
Numbers without * were called inactive; . = not tested or not shown.

CHRM5 agonist	CHRM1 antagonist	M5 PAM	M1 PAM	CHRM4 antagonist	CHRM1 agonist	Structure	CHRM5 antagonist	TAAR1 agonist	CHRM4 agonist
-2	-1	1	7	0	-9	CCOC(=O)C1CCN(S(=O)(=O)c2cc(F)ccc2OC)CC1	5	12	0
5	3	4	3	-20	-3	COc1ccc(CC(=O)NNC(=O)c2ccncc2)cc1	-6	4	1
-1	-23	4	17	-10	-4	O=C(CCn1ccc2cc(S(=O)(=O)N3CCCC3)ccc21)NCc1cccc(F)c1	-3	2	3
-1	.	2	.	0	.	Cc1cccc(C)c1NC(=O)C(c1cccc(F)c1)N1CCN(C)CC1 (stereo unspecified)	-1	2	0
0	-6	-1	9	0	-2	Cc1ccc(S(=O)(=O)NNC(=O)Nc2cccc3ccccc23)cc1	-4	-1	1
1	0	0	0	-9	-2	Cc1ccccc1NC(=O)CCCCC(=O)Nc1ccccc1C	-3	0	1
0	-11	-5	2	-6	-1	NC(=O)Nc1ccc(C(=O)OCC(=O)NC2CCCc3ccccc32)cc1 (stereo unspecified)	5	3	7
0	-12	3	7	-9	-6	CSc1ccc(/C=N/Nc2cccc(C(=O)O)c2)cc1	3	.	0
-1	-9	-6	8	-6	-4	Cc1cc(C)n(Cc2ccc(C(=O)NN)o2)n1	7	2	1
-3	-9	0	8	5	-5	CCC(C)(C)n1nnnc1C(C(C)C)N(CCCO)Cc1cc2cc(C)ccc2[nH]c1=O (stereo unspecified)	-1	1	0
-4	-2	-3	2	4	-6	Cc1cc(C(=O)COC(=O)CNS(=O)(=O)c2ccc3ccccc3c2)c(C)n1-c1ccccc1	5	1	0
-5	3	-1	-2	2	-4	O=[N+]([O-])c1ccc(Sc2nccn2Cc2ccccc2)c([N+](=O)[O-])c1	4	2	-2
-2	-3	-1	7	-14	-2	C=CCNC(=S)N/N=C/c1ccc(-c2ccc(OC)cc2)o1	5	13	4
-1	18	-34	-9	16	1	Cc1ccc(NC(=O)/C=C/c2ccc(S(=O)(=O)N3CCOCC3)cc2)cc1S(=O)(=O)N(C)C	18	22	23
1	-9	10	2	-18	-4	O=C(NNC(=O)C(Cl)Cl)c1cnn(-c2ccccc2)c1C(F)(F)F	2	1	1
2	29	-20	-11	9	0	CCCOc1ccc(N2CC(C(=O)Nc3ccccc3C(=O)NC)CC2=O)cc1 (stereo unspecified)	16	8	18
-2	12	-11	-9	3	-4	CCOc1cc(N2CCOCC2)c(OCC)cc1NC(=O)c1ccc2ccccc2n1	6	3	1
2	1	4	7	-11	-3	CN(CC(=O)Nc1cccc(F)c1)C(=O)c1cc(=O)[nH]c2ccccc12	8	-1	2
-20	21	-8	-20	0	-6	COc1ccc(CCNC2CCC(c3ccccc3)CC2)cc1 (stereo unspecified)	7	7	5
-4	-14	-4	1	-13	-2	COc1cccc(NC(=O)c2cccc(C(=O)Nc3cccc(OC)c3)c2)c1	-4	3	3
2	-7	0	6	0	-6	CN(C)CCCNCCCNC(=O)/C=N/O	-5	5	0
-3	12	7	-4	4	-1	O=C(Nc1cccc(NC(=O)c2ccc(-c3ccc(Br)cc3)o2)c1)c1ccccc1	6	15	1
-3	-22	-7	-3	-8	-6	N#Cc1ccc(-c2nc3ccc(Cl)cn3c2Cc2cccc(Cl)c2)cc1	-4	-2	0
-1	-9	6	4	-1	-9	O=C1c2cccnc2C(Nc2ccc(Cl)cc2)N1Cc1cccs1 (stereo unspecified)	3	3	3
2	2	-11	-4	6	1	O=C(NNc1nc2ccc(Cl)cc2s1)c1cc(-c2cccs2)nc2ccccc12	9	6	13
-3	-12	-4	8	-22	-2	CCCCCCCCCCCC(=O)c1c(O)cccc1O	5	1	2
3	-6	0	5	-5	0	O=C(Nc1ccc(NC(=O)c2ccccc2F)cc1)c1cccs1	3	23	9
1	-6	-4	7	-5	-4	Cc1ccc(N2CC(C(=O)NCCc3ccc(S(N)(=O)=O)cc3)CC2=O)cc1 (stereo unspecified)	5	5	1
0	-5	2	4	6	-4	COc1ccc(-c2nnc(NC(=O)c3ccc(S(=O)(=O)N4CCc5ccccc5C4)cc3)o2)cc1	-5	.	0
3	11	-3	-15	2	-1	CCOC(=O)c1csc(-c2csc(CCNC(=O)c3ccccc3)n2)n1	-2	8	9
-4	7	1	0	0	-2	Cn1cccc1C(=O)Nc1nccs1	7	8	0
-3	-22	3	2	-3	-2	CCOc1ccccc1C(=O)NCc1ccc2c(c1)OCO2	1	2	2
-2	-11	-1	8	1	-5	Cc1ccc(NC(=O)CSCC#N)cc1	4	2	-1
-4	11	-3	-6	-9	-6	COc1ccc(NCC(=O)N/N=C/c2ccc3c(c2)OCCO3)cc1	1	2	5
-3	12	-9	-6	4	-5	Cc1cc2c3c(c1)C(C)(c1ccccc1)CC(C)(C)N3C(=O)C21C(C#N)=C(N)OC2=C1C(=O)CC(C)(C)C2 (stereo unspecified)	3	12	0
0	-10	0	6	-3	-3	CCOC(=O)CCCCCN1C(=O)c2cccc3cccc(c23)C1=O	5	8	1
1	-18	7	13	-4	1	O=C(Nc1ccccc1-c1nc2ccccc2s1)c1cccnc1	-19	2	0
-2	-6	2	-1	-5	-6	CCOC(=O)c1cnc2ccc(C(=O)OC)cc2c1Nc1ccc2c(c1)OCCO2	-9	11	0
-3	2	2	-4	-11	-2	COc1ccccc1NC(=O)N1CCCC1C(=O)NCC1CCCO1 (stereo unspecified)	-11	-1	1
1	-11	-5	11	0	-8	CCCCN(C=O)c1c(CC)nc2ccc(C(=O)N(CC)CCN(C)C)cn12	14	3	1
-3	-4	-1	6	6	-4	CNC(=O)C(C)NS(=O)(=O)c1ccc(F)cc1 (stereo unspecified)	-1	4	1
-5	-15	-7	-3	6	0	Cc1cccc(C(=O)N2CCN(c3ccc([N+](=O)[O-])c(N4CCOCC4)c3)CC2)c1	6	2	2
0	-6	-5	6	3	-6	CCCC(CCC)=NNc1ccc(S(=O)(=O)Nc2ccccc2OC)cc1[N+](=O)[O-]	11	-1	1
0	3	-3	3	8	-7	O=C(CSc1nc(-c2cccs2)cc(C(F)(F)F)n1)Nc1cc(OCC(F)(F)F)cc([N+](=O)[O-])c1	-6	-1	0
-3	-8	1	4	7	-8	O=C(c1ccccc1Sc1ccccc1[N+](=O)[O-])N1CCCCC1	7	0	1
-2	0	5	4	-5	-3	O=C(CN(C(=O)c1csnn1)c1ccc(F)c(Cl)c1)NC1CCCCC1	12	1	1
2	-2	-2	8	0	0	COCCNC(=O)/C(C#N)=C/c1cc(Br)c(O)c(OC)c1	7	0	2
-6	-2	-4	-8	-5	-11	CCOC(=O)CN1C(c2ccccc2O)Nc2ccc(Br)cc2C1c1ccccc1 (stereo unspecified)	4	2	-2
-4	-12	-8	-2	-9	-5	O=C(Nc1ccccc1)Nc1ccccc1C(=O)NCc1ccccc1	-1	9	5
1	-28	3	3	-2	1	O=C(O)c1cnccn1	0	1	0
-3	-6	-1	6	9	-2	CCN(CC)S(=O)(=O)c1ccc(N2CCOCC2)c(NC(=O)COc2ccc(C#N)cc2)c1	6	2	1
-2	-7	-5	1	-13	-4	CCOc1ccc(NC(=O)CCC(=O)c2ccc(-c3ccccc3)cc2)cc1	5	-2	1
-1	3	4	-7	-7	-1	COc1ccc(CCN=C(N)NS(=O)(=O)c2ccc(F)cc2)cc1	10	5	4
2	5	9	-1	-1	-4	O=C1CC(C(=O)Nc2ccc(Cl)cc2)n2ncnc2N1 (stereo unspecified)	2	1	1
2	-13	1	5	-1	-2	COc1ccc(-n2ccnc2SCC(=O)c2c(N)n(C3CC3)c(=O)[nH]c2=O)cc1	9	4	1
2	-21	3	20	-11	2	O=C(Cn1c(=O)n(-c2ccc(F)cc2)c(=O)c2sccc21)N1CCCC1	-4	6	1
-4	-11	-1	13	-6	0	O=C(CNC(=O)c1sc2ccccc2c1Cl)NC1CC1	6	4	1
0	.	3	.	-6	.	CC1=C(C(=O)N2CCCCCC2)CC(CC(=O)NC2CCCCC2)C(=O)N1CCC1=CCCCC1 (stereo unspecified)	-9	-1	0
1	9	-11	3	-8	-2	O=S(=O)(c1cccc2cccnc12)N1CCc2ccccc21	9	-3	11
2	-2	6	7	-7	-10	COc1ccc(/C=C/C(=O)N2CCN(c3ccccc3)CC2)cc1S(=O)(=O)N1CCOCC1	-1	11	4
8	-2	1	-4	5	1	O=C(Nc1ccc([N+](=O)[O-])cc1)/C(=C/c1cccc([N+](=O)[O-])c1)NC(=O)C1CCCCC1	-4	20	3

Arranged by SMILES length (lowest first): three of the compounds above
CHRM5 agonist	CHRM1 antagonist	M5 PAM	M1 PAM	CHRM4 antagonist	CHRM1 agonist	Structure	CHRM5 antagonist	TAAR1 agonist	CHRM4 agonist
-4	7	1	0	0	-2	Cn1cccc1C(=O)Nc1nccs1	7	8	0
-3	-8	1	4	7	-8	O=C(c1ccccc1Sc1ccccc1[N+](=O)[O-])N1CCCCC1	7	0	1
-6	-2	-4	-8	-5	-11	CCOC(=O)CN1C(c2ccccc2O)Nc2ccc(Br)cc2C1c1ccccc1 (stereo unspecified)	4	2	-2

This is a subset; count on the stated rates, not on these rows.
